Assay outcomes from PubChem.
ADAM17 inh – inhibits human ADAM17; P78536; recombinant ADAM17, EDANS/DABCYL FRET peptide cleavage; inhibition, % at 6.95 µM; actives 0.83% (n = 370,000); AID 720648;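 active = inhibition above the mean of compounds lying between control limits plus 3 SD, set per campaign, cut at about 8.5% in these data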;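 note: 0% = DMSO-only wells as the low control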
Target sequence (P78536 215-824 limits assumed): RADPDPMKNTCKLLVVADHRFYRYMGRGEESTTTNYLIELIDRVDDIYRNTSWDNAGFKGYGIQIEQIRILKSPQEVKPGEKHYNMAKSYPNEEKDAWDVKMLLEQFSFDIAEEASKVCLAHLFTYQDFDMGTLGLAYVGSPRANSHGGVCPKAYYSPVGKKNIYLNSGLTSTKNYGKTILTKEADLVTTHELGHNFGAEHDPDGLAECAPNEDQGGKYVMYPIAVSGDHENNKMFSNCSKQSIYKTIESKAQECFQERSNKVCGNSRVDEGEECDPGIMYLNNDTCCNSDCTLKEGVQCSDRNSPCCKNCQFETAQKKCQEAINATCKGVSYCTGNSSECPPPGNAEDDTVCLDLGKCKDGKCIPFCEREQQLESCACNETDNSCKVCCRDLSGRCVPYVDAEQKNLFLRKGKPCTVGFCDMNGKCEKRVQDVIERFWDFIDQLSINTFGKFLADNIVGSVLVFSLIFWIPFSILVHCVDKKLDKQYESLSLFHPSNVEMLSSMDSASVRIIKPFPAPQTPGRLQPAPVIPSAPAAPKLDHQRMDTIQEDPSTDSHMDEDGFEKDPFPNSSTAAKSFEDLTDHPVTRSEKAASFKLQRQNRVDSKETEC
ADAM10 inh – ADAM10 inhibition, QFRET primary screen; actives 0.62% (n = 370,000); recombinant ADAM10, EDANS/DABCYL FRET peptide cleavage, 3 h; inhibition, % at 7 µM; O14672; AID 720582;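 active = inhibition above a per-campaign cutoff equal to the mean of compounds falling between control-based bounds plus 3 SD, cut at about 20% in these data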;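 note: 0% = DMSO wells while the 100% control is not disclosed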
PLC-gamma1 inh – blocks human PLC-gamma1 enzyme activity; inhibition, % at 12.2 µM; P19174; AID 720700; actives 0.84% (n = 370,000); purified PLC-gamma1, fluorogenic substrate, fluorescence; in the data active = inhibition above about 9.5%
ARFGAP1 inhibitor – inhibits rat ARF GTPase activating protein 1; Q62848; Arfgap1-stimulated ARF1 GTP hydrolysis, GDP FP detection; inhibition, % at 16.5 µM; actives 0.26% (n = 360,000);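 active = inhibition above a per-plate limit, mean inhibition of low control wells plus 3 SD, cut at about 25% in these data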;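 note: 0% = DMSO wells with enzyme and 100% = wells lacking Arfgap1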
Target sequence (Q62848 1-136 limits assumed): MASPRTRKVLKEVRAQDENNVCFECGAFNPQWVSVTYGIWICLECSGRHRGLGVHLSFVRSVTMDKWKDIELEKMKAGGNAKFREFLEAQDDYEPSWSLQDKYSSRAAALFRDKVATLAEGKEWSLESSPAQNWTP
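system = rat Arfgap1 catalytic domain, aa 1-136 | technique = FP, GDP Alexa 633 tracer displaced from anti-GDP antibody, 620/688 nm | compound = one concentration, 16.5 µM, DMSO 1.26% | medium = HEPES-based buffer, pH 7.5 | timing = compound-enzyme preincubation 20 min, reaction 120 min, detection 60 min, 25 °C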
ASAP1 inh – blocks human ASAP1-stimulated Arf1 GTP hydrolysis; Q9ULH1; GDP FP detection; inhibition, % at 16.5 µM; actives 0.19% (n = 360,000); AID 624377; in the data active = inhibition above about 25%;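 note: 0% = vehicle with enzyme and substrate and 100% = no enzyme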
KLK7 zymogen act – activators of human kallikrein-7 zymogen; P49862; purified proKLK7, EDANS-DABCYL substrate fluorescence; 100% is mature enzyme control, 0% vehicle; activation, % at 7 µM; actives 0.9% (n = 370,000); AID 652039;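 active = activation above the mean of all tested compounds plus 3 SD, computed per campaign excluding outliers beyond control limits, cut at about 13% in these data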
Target sequence (P49862 whole entry, looked up): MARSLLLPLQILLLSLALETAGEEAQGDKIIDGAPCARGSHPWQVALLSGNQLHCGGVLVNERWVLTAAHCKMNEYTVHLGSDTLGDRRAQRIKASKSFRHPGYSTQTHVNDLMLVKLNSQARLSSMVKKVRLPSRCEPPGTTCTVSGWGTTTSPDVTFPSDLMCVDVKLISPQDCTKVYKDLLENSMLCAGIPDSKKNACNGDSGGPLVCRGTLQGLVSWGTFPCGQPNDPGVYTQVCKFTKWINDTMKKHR
Tn7 DDE FP – disrupts Tn7 cyclic peptide binding to fibrin D-Dimer-E complex | P02675 | FP displacement of FITC-Tn7 peptide from fibrin DD(E); 0% = median of compound wells per plate | inhibition, % at 8.3 µM | actives 0.13% (n = 370,000) | AID 720508;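 active = inhibition above the mean of compounds falling within the control limits plus 3 SD of them, cut at about 14% in these data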;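 note: 0% = plate median of compound wells and 100% = 10 µM Aha-Tn7 peptide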
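Assay system: human fibrin DD(E) protein / Input: 2 µM fibrin DD(E) / Benchmarks: high control of 10 µM Aha-Tn7 peptide / Measured by: fluorescence polarization of the labelled Tn7 tracer / Medium: Tris buffer with calcium and detergent, pH 7.8 / Timing: 10 min compound pre-incubation, 3 h probe incubation at room temperature / Repeats: one replicate per compound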
LEDGF integ inh – blocks HIV-1 LEDGF/p75-dependent DNA integration | actives 0.64% (n = 370,000) | TR-FRET IN-LEDGF/p75 DNA integration, Eu/Cy5 | inhibition, % at 3.7 µM;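 active = inhibition above the screen-wide mean plus 3 SD, cut at about 13% in these data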;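 note: signal is the Cy5 over europium emission ratio at 671 and 618 nm; 0% = plate median of compound wells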
DDE Tn6 FP inh – disrupts Tn6 cyclic peptide binding to fibrin D-Dimer-E complex; AID 720509; inhibition, % at 8.3 µM; Fibrin DD(E) TRITC-Tn6 fluorescence polarization displacement; actives 0.21% (n = 370,000);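 active = inhibition above a per-campaign cutoff: mean of compounds within control limits plus 3 SD, cut at about 15% in these data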;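 note: 0% = median of all compound wells on the plate and 100% = blocking peptide control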
TDP2 absorb – blocks human TDP2 phosphodiesterase activity. AID 720702. recombinant TDP2, T5PNP hydrolysis, p-nitrophenol absorbance 415 nm. actives 0.34% (n = 370,000). inhibition, % at 12.8 µM;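 active = inhibition above the mean of all tested compounds plus 3 SD, set per campaign, cut at about 25% in these data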;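 note: 0% = DMSO with enzyme and 100% = buffer with substrate but no TDP2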
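Assay system: Recombinant human TDP2 | Quantity: 120 nM TDP2 per well | Incubation: 2 h at 37 °C | Signal: Epi absorbance | Evaluation: Percent inhibition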
* marks the source's active call; other numbers are inactive results; i = inactive; . = not tested or not shown.

smiles | ADAM17 inh | ADAM10 inh | PLC-gamma1 inh | ARFGAP1 inhibitor | ASAP1 inh | KLK7 zymogen act | Tn7 DDE FP | LEDGF integ inh | DDE Tn6 FP inh | TDP2 absorb
COc1ccccc1-c1oc2ccccc2c1C#CC1(N)CCCCC1 | -27 | -122 | -36 | 11 | 3 | -0.5 | -6 | 2 | -1 | -3
CCNC(=S)NN=C1c2ccccc2-c2ccccc21 | -7 | 7 | -20 | -1 | 11 | -1.9 | -3 | 1 | 10 | 10
Cc1ccc2c(c1)N(C(=O)CCC(=O)NC1CCCCCC1)CCO2 | 1 | -6 | 0 | -5 | -6 | -0.9 | -5 | -1 | 5 | -8
CCC(C(=O)OCC(=O)Nc1ccc(C(N)=O)cc1)c1ccccc1 (configuration not stated) | 2 | -3 | 0 | -1 | 9 | -0.1 | 1 | 3 | 7 | 4
O=C(NCc1cc(Cl)cc(Cl)c1)c1ccc2nc([C@@H]3O[C@H](CO)[C@H](O)[C@H](O)[C@H]3O)[nH]c2c1 | -4 | -4 | 1 | -4 | -3 | -0.4 | 3 | -3 | 1 | 2
CC(C)c1ccc(S(=O)(=O)Nc2ccc(O)c(Sc3ncn[nH]3)c2)cc1 | 3 | 1 | -1 | 13 | -6 | 0.0 | 2 | 3 | -7 | -1
O=C(O)Cc1cn(-c2ccccc2)nc1-c1ccccc1 | -7 | -6 | -2 | 12 | -3 | -0.3 | -1 | -2 | 14 | 2
O=C(c1ccco1)N1CCN(S(=O)(=O)Cc2ccc(Cl)cc2)CC1 | -4 | -3 | 0 | 7 | -19 | -0.2 | 2 | -3 | -4 | 2
Cc1cc(C(=O)N2CCC2(C)C(=O)NCC(C)(C)C)nn1C (configuration not stated) | -8 | -13 | 0 | -2 | -12 | -0.2 | 4 | -1 | 12 | -5
CCOC(=O)c1cc(-c2sc(NC(=O)c3ccccc3)nc2C)n(Cc2ccccc2)n1 | 6 | 0 | -13 | 8 | -6 | 0.9 | -4 | 3 | -19 | -11
CCOC(=O)C1=C(O)/C(=C/c2ccc(-c3ccccc3C(=O)O)o2)SC1=Nc1ccc(OC)cc1 | 9.5* | 11 | -27 | 11 | -10 | 0.1 | -4 | 1 | -1 | -17
COc1cccc(N/C=C/C(=O)c2ccc(C)cc2)c1 | -2 | -8 | -33 | -2 | 13 | -0.5 | 0 | -5 | -8 | -16
COc1nc(Oc2ccc(C(=O)OCC(N)=O)cc2)nc(N(C)C)n1 | 0 | 5 | -1 | 4 | -2 | 0.4 | 3 | 0 | 4 | 14
Cc1cccc(NC(=O)C[n+]2ccc(N(C)C)cc2)c1 | -4 | 1 | -4 | -12 | -6 | 0.0 | 1 | -1 | -8 | -3
COc1cc(/C=C/C(=O)Nc2ccc(C(C)=O)cc2)cc(OC)c1OC | -5 | -24 | -38 | 0 | -13 | -0.7 | 10 | -4 | -10 | -6
CN(Cc1ccc(F)cc1)Cc1nc(-c2cnccn2)no1 | -1 | -3 | -2 | -8 | -5 | -0.1 | 2 | -5 | 9 | -3
CCOC(=O)C(CCCOc1cccc(OC)c1)C(=O)OCC | 2 | 9 | 3 | -4 | -10 | 0.3 | 4 | -1 | 10 | -5
CCc1cccc(N=c2c([N+](=O)[O-])nn(-c3ccc4c(c3)OCCO4)n2O)c1 | 7 | 10 | 5 | 0 | 8 | 0.3 | -3 | -1 | 4 | -24
COC(=O)C1=C(C)N(C)C(=NCc2cc(OC)c(OC)c(OC)c2)NC1c1ccc(C(F)(F)F)cc1 (configuration not stated) | -3 | -5 | -5 | 7 | -6 | -0.2 | 8 | 0 | 4 | -5
Cn1nc(C(F)(F)F)c(-c2ccc(Br)cc2)c1NC(=O)C1CCC1C(=O)O (configuration not stated) | -3 | -3 | 2 | 8 | 11 | -0.2 | -1 | 2 | -6 | 10
Cc1nnc(SCC(=O)NCC(=O)Nc2ccc(F)c(F)c2F)n1Cc1ccccc1 | -2 | 0 | 3 | -6 | -5 | 0.1 | 8 | -3 | 4 | -7
COCc1c(C(=O)OC/C(O)=C(\C#N)c2nc3ccccc3[nH]2)oc2ccccc12 | -2 | -10 | -19 | 2 | 2 | -0.4 | 0 | -1 | -4 | -1
COc1ccc(S(=O)(=O)N/N=C\c2ccc([N+](=O)[O-])o2)c(OC)c1 | -2 | 0 | 0 | -6 | 4 | 0.1 | 1 | 3 | -2 | 6
COc1cccc(NC(=O)C(c2ccccc2)N2CCCC2)c1 (configuration not stated) | 1 | -4 | 1 | 9 | -4 | 0.7 | -7 | 1 | 1 | 6
O=C1CCC[C@H]2Cc3nc4cccc(Cl)c4cc3C[C@]23CCCN13 | -5 | -8 | 2 | . | . | . | 6 | 0 | 5 | 2
CC(=O)OC(C#CCN1CCOCC1)c1ccccc1 (configuration not stated) | -4 | -2 | 1 | -2 | -3 | 0.5 | -1 | -4 | -1 | 14
COc1cccc(C(CC2=CCCCC2)NC(=O)C(F)(F)F)c1 (configuration not stated) | 0 | 4 | 2 | -10 | 0 | 0.2 | 3 | -1 | 5 | 6
Cc1cc(C)cc(-n2nnc(C(=O)NCc3ccccc3Cl)c2N)c1 | 0 | -6 | 0 | -1 | -2 | 0.4 | -7 | 2 | -1 | 1
C=CCN1[C@@H](C)[C@H](c2ccccc2)Oc2cccc(NCCc3ccccc3)c2S1(=O)=O | -6 | -17 | 0 | -18 | 10 | -3.8 | 5 | 7 | -10 | 0
COn1c(=O)c(-c2ccc(Cl)cc2)[n+]([O-])c2ccccc21 | -13 | -33 | -39 | 11 | -1 | 2.6 | 2 | 3 | -5 | 8

The last 2 records of the part before come first, to join the parts.
smiles | ADAM17 inh | ADAM10 inh | PLC-gamma1 inh | ARFGAP1 inhibitor | ASAP1 inh | KLK7 zymogen act | Tn7 DDE FP | LEDGF integ inh | DDE Tn6 FP inh | TDP2 absorb
C=CCN1[C@@H](C)[C@H](c2ccccc2)Oc2cccc(NCCc3ccccc3)c2S1(=O)=O | -6 | -17 | 0 | -18 | 10 | -3.8 | 5 | 7 | -10 | 0
COn1c(=O)c(-c2ccc(Cl)cc2)[n+]([O-])c2ccccc21 | -13 | -33 | -39 | 11 | -1 | 2.6 | 2 | 3 | -5 | 8
O=C(c1cccc(Cl)c1)N1CCN(Cc2c[nH]c3ccccc23)CC1 | 1 | -1 | 1 | -8 | -9 | -0.3 | 2 | -1 | 2 | 2
COc1ccc(/C=C/CN2CCCC(C(=O)c3cc(F)ccc3F)C2)cc1 (configuration not stated) | 1 | 2 | 0 | 2 | 2 | -1.4 | -1 | 0 | 4 | -7
O=C1C(=O)N(CC2CCCO2)C(c2ccco2)/C1=C(/O)c1ccc(F)cc1 (configuration not stated) | -4 | -3 | 0 | 3 | 6 | -0.3 | -2 | 3 | 7 | -1
COc1cccc(N=CC2=C(O)CCCC2=O)c1 | -3 | -12 | -11 | -12 | 11 | -0.5 | -8 | 2 | 10 | 0
Cc1occc1C(=O)Nc1cc(C(C)(C)C)on1 | -1 | 4 | 0 | -1 | -15 | 0.7 | 4 | -3 | 8 | -8
CCCN(Cc1ccccc1)S(=O)(=O)c1ccc(N2C(=O)CCC2=O)cc1 | 1 | 4 | 1 | -4 | -8 | -0.3 | -4 | -2 | 3 | 3
CN1CCN(C(=O)C2Cc3c(-c4ccc5c(c4)OCO5)ccnc3O2)CC1 (configuration not stated) | -14 | -64 | -5 | -1 | -9 | -0.2 | -4 | 0 | -3 | -2
COc1ccc(NC(=O)CN(C)C(=O)c2cccc(-n3cccc3)c2)cc1 | -2 | -6 | -1 | 0 | -2 | -0.7 | 5 | 5 | -2 | 20
CCCC/C(O)=N\S(=O)(=O)c1ccc(N=NN(C)C)cc1 | -2 | 9 | 1 | 7 | -10 | 0.2 | -17 | 1 | -3 | 1
COc1ccc(NC(=S)N2CCC(c3ccc(C)cc3)C2)cc1 (configuration not stated) | 7 | 2 | 0 | 6 | 3 | -0.6 | -2 | 8 | -6 | -21
Cc1ccc(-n2c(SCC(N)=O)nnc2-c2ccccn2)cc1C | 1 | -12 | 5 | 0 | 3 | 0.1 | -3 | -1 | 6 | 2
Cc1noc(C)c1C(=O)N1CCN(c2ccccc2O)CC1 | -1 | -5 | 2 | -20 | -2 | 0.7 | 1 | -4 | 4 | -3
COc1ccc(-n2nc(C(=O)NCC(=O)N3CCN(c4ccccn4)CC3)c3ccccc3c2=O)cc1 | -83 | 1 | -39 | 14 | 1 | 1.2 | -2 | 1 | 4 | -7
O=C(Nc1ccc(N2CCOCC2)cc1)Nc1ccc2nsnc2c1 | -1 | -4 | 3 | 10 | 4 | -0.5 | -8 | 0 | -8 | 10
CCOc1ccc(NS(=O)(=O)c2ccc(C(=O)N(C)CC(=O)Nc3ccc(C)cc3)cc2)cc1 | 6 | 13 | 0 | -2 | 21 | 0.3 | 8 | -1 | 3 | 5
Cc1noc(C)c1NC(=O)N(C)C[C@H]1Oc2ccc(NS(=O)(=O)c3c(C)noc3C)cc2C(=O)N([C@H](C)CO)C[C@@H]1C | 5 | -7 | 5 | 3 | 6 | -0.4 | 3 | -6 | 2 | -14
CC(C)CC(=O)NCCCN1CCN(CCCNC(=O)CC(C)C)CC1 | -4 | -4 | 1 | -17 | -5 | 0.3 | -1 | -3 | -3 | -1
COc1ccc(OC)c(NC(=O)COC(=O)C2CCN(C(=O)c3ccc(Cl)cc3)CC2)c1 | 1 | 1 | 0 | 2 | -1 | -0.1 | 1 | -1 | 5 | -11
Cc1ccc(S(=O)(=O)N2CCCC2C(=O)Nc2ccc(O)cc2)cc1 (configuration not stated) | 1 | -6 | -1 | 2 | -2 | 1.0 | -4 | -3 | 7 | 0
CCCC[n+]1c2ccccc2cc2ccccc21 | -244 | i | -89 | 11 | -2 | 65* | 4 | -2 | 3 | 9
Cc1cc(SCC(=O)c2ccccc2)n2nc(C)nc2n1 | 2 | 3 | 3 | -1 | 5 | 0.3 | 0 | 5 | -12 | -18
CCC(C)NC(=O)C1(O)c2cc(Br)ccc2NC(=O)N1c1cccc(OC)c1 (configuration not stated) | -3 | 1 | -1 | 9 | -3 | -0.4 | -2 | -3 | -1 | 3
COc1cc(C(=O)NCc2nnc(SCC(=O)Nc3ccc4c(c3)OCO4)o2)cc(OC)c1OC | -1 | -4 | 1 | -2 | 2 | -0.3 | -1 | 0 | -5 | 6
